FUS suppressor: rescues growth of FUS-expressing yeast; S. cerevisiae FUS-expressing, growth rescue, OD600, 24 h; actives 0.24% (n = 390,000); AID 1347120; Potency, µM (highest dose often 76.6 µM), for inactives: at the highest dose growth rescue (activation), hits mostly activators;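 further: potency means the concentration at half of the fitted maximal effect; plate controls were DMSO vehicle for no effect and reference control for full effect; nearly all actives have a fitted effect of over 55% in size; some results filed as inactive show a strong effect at the top dose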
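Steps: raffinose overnight preculture; dilution to OD 0.005 in 2% galactose minimal medium; compound addition (concentration series); 24hr at 30C, 99% humidity; absorbance read at 600 nm.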
EPAC2 antagonist: EPAC2 (human) antagonism; Q8WZA2; EPAC2 GEF exchange of Rap1B-BODIPY-GDP, fluorescence; Potency, µM (top dose mostly 114 µM), for the others: at the highest dose activity, negative = inhibition, actives largely listed as inhibitors; actives 0.18% (n = 360,000); AID 720708; further: potency means the concentration at half of the fitted maximal effect; on the % scale 0 is the no-effect control and ±100 the full control effect; nearly all actives have a fitted effect of over 45% in size; many of its hits are not listed in these tables
DRD3 antagonist: D3 dopamine receptor (human) antagonism | max response, negative = inhibition, % | P35462 | D3R cells, DiscoveRx beta-arrestin luminescence, antagonist mode; active compounds read low | actives 2.5% (n = 360,000); in the data active means max response below about -50%; inconclusive means no clear call, values can overlap the other calls; further: on the % scale 0 is the no-effect control and ±100 the full control effect; mostly tested at two doses, the higher about 12 µM
Target sequence (P35462 whole entry, looked up): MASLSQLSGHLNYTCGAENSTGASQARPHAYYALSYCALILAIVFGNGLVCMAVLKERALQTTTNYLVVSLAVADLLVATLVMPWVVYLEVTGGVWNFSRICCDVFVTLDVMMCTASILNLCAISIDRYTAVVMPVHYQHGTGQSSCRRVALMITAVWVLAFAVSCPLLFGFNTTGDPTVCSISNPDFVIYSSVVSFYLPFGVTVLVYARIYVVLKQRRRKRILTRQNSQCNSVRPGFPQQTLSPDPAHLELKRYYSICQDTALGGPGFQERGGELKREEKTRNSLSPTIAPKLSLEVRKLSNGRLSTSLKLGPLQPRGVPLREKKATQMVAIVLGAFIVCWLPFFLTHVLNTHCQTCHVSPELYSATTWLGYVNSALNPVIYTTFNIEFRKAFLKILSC
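Cells plated overnight at 1500 cells/well, then exposed to library compounds with dopamine controls for 90 minutes at 37 degrees C. DiscoveRx reagent added for 30–60 minutes at room temperature; luminescence read, quantitative HTS format.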
aSyn yeast inh: alpha-synuclein toxicity inhibition in yeast; Potency, µM (doses to about 46.1 µM), for inactives: at the top dose growth rescue (activation), hits mostly activators; Yeast expressing alpha-synuclein, growth rescue, BacTiter-Glo, 24 h; actives 0.14% (n = 370,000); further: potency means the concentration at half of the fitted maximal effect; % of control where 0% means no effect; nearly all actives have a fitted effect of over 65% in size
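Readout is rescue of growth in alpha-synuclein-expressing yeast, so inhibitors of toxicity appear as activators. Growth after 24 hr at 30 deg C in galactose medium is quantified by luminescence.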
EPAC2 ag: EPAC2 (human) agonism. Q8WZA2. EPAC2 activation, biochemical qHTS; response scale: 100% = 6.5 mM cAMP response. Potency, µM (highest dose often 154 µM), for inactives: top-dose activation, most hits filed as activators. actives 0.079% (n = 360,000); further: potency means the concentration at half of the fitted maximal effect; nearly all actives have a fitted effect of over 50% in size
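Nucleotide exchange monitored as fluorescence drop when BODIPY-GDP leaves Rap1B. Reaction: 100 nM EPAC2, 250 nM RAP1B-BODIPY-GDP, 50 uM GDP, room temperature, kinetic read over 30 min. Activity expressed relative to 6.5 mM cAMP.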
TDP43 rescue: TDP-43 toxicity inhibition in yeast. TDP-43 expressing yeast growth rescue, BacTiter-Glo, 24 h. actives 1.8% (n = 410,000). AID 652104. Potency, µM (highest dose often 46.1 µM), inactives show at the highest dose growth rescue (activation), hits mostly activators; further: potency means the concentration at half of the fitted maximal effect; % of control where 0% means no effect; nearly all actives have a fitted effect of over 50% in size
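Growth rescue of TDP-43-toxic yeast measured as ATP luminescence (BacTiter-Glo). Cells grown to mid-log in raffinose, induced in galactose at OD600=0.02, exposed to compound 24 hr at 30 deg C.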
D3 ag: activates the human D3 dopamine receptor | P35462 | D3R DiscoveRx beta-arrestin cells, luminescence, 90 min | max activation, % | actives 0.58% (n = 410,000) | AID 652048; in the data active means max activation above about 30%; further: 0% is about no effect; mostly tested at two doses, the higher about 12 µM
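Cells at 1500/well, incubated overnight, then treated with pinned compounds (dopamine as control) for 90 min at 37 degrees C. DiscoveRx reagent added for 30 - 60 minutes at room temperature; luminescence read.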
Abeta rescue: restores growth of yeast expressing A-beta42 peptide | yeast expressing A-beta42, growth rescue, OD600, 48 h; response scale: 0% DMSO, 100% iron-clioquinol control | Potency, µM (titrated, usually from 46.1 µM), for the others: top-dose growth rescue, hits mostly activators | actives 0.063% (n = 410,000); further: potency means the concentration at half of the fitted maximal effect; nearly all actives have a fitted effect of over 55% in size
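Growth rescue measured by 600 nm absorbance after 48 h yeast culture at 30 C with compound. Values normalized between DMSO and an equimolar ferric chloride plus clioquinol control.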
* hit, by the source's call; ? = inconclusive; · = not tested or not shown; & = joins results of further samples; [ ] = dose if it differs, or a comment. Unless noted, the call rests on the fitted dose curve; in most records, active means well fitted curve in the direction sought with a large enough effect; inconclusive means small, poorly fitted or top-dose-only effect, or another doubt; inactive means no such curve, though single readings can be large; an effect the other way counts as inactive or inconclusive. The list is partial; count on the stated rates, not on these rows.

nr | structure | FUS suppressor | EPAC2 antagonist | DRD3 antagonist | aSyn yeast inh
1 | COc1cccc2cc(C(=O)NCCc3ccccc3)c(=O)oc12 | 20% | -6% | -20 | -6%
2 | CSCC[C@H](NC(=O)N1CCn2c1nc1ccccc12)C(=O)NC1CC1 | -11% | 3% | -5 | -5%
3 | Cc1ccc(S(=O)(=O)NC(Cc2c[nH]c3ccccc23)C(=O)O)cc1 (stereo not given) | 13% | 0% | -7 | -5%
4 | O=C(NCCOC(=O)C1COc2ccccc2O1)C1COc2ccccc2O1 (stereo not given) | 13% | 19% | 16 | -12%
5 | COc1cccc(C(C)NC(=O)Nc2cccc(C(F)(F)F)c2)c1 (stereo not given) | -9% | -7% | 7 | -13%
6 | Cc1ccc(C(C)C)cc1OCCn1cncn1 | 18% | 4% | 15 | 0%
7 | COc1ccc(C(=O)NC(=O)NC2(C(Cl)(Cl)Cl)OCCO2)cc1 | -23% | 5% | 3 | -1%
8 | O=C(NC(=S)NNC(=O)c1ccco1)c1ccccc1 | -1% | 5% | -16 | 13µM*
9 | CCOC(=O)C1(CCCc2ccccc2)CCN(C(=O)CCc2cnccn2)CC1 | 38% | 7% | 12 | 13%
10 | O=C1NCCN(C(=O)CCc2nnc(-c3ccsc3)o2)C1c1ccc(F)cc1 (stereo not given) | 4% | 5% | -8 | -9%
11 | COc1ccc(NC(=O)N2CC(C)OC(C)C2)cc1OC (stereo not given) | 16% | 3% | 3 | 6%
12 | O=S(=O)(c1cc(F)ccc1F)N1CCN2CCCC2C1 (stereo not given) | -15% | 7% | 11 | 0%
13 | O=C(Nc1ccc2c(c1)CCC2)C1CCCN(c2ncccn2)C1 (stereo not given) | 15% | -4% | 22 | 0%
14 | CCOC1=C2CN(S(=O)(=O)c3ccc(C)cc3)C(c3ccccc3)CC2N(S(=O)(=O)c2ccc(C)cc2)C(c2ccc(Br)cc2)C1 (stereo not given) | -3% | 8% | -2 | 1%
15 | O=C(NCC1CCN(Cc2cccc(Cl)c2)CC1)Nc1cc(Cl)ccc1Cl | 12% | · | · | ·

nr | EPAC2 ag | TDP43 rescue | D3 ag | Abeta rescue
1 | 8% | 7% | -14 | -5%
2 | 7% | 16% | -4 | 0%
3 | -8% | 7% | 0 | 18%
4 | -6% | 17% | 11 | 16%
5 | 1% | -6% | -4 | 9%
6 | -5% | 15% | 4 | 24%
7 | -6% | -6% | -2 | 2%
8 | 7% | ? | 4 | ?
9 | -6% | 0%[9.22 µM] | 2 | -12%
10 | 12% | -17% | -1 | -16%
11 | -2% | -18% | 10 | -1%
12 | 3% | 12% | 8 | -7%
13 | -4% | 0% | -8 | 6%
14 | 5% | 25% | 5 | 6%
15 | · | -4% | -27 | -3%

Look-ups from the entries so far:
Reading of COc1ccc(C(=O)NC(=O)NC2(C(Cl)(Cl)Cl)OCCO2)cc1 in Abeta rescue: 2%
Reading of O=S(=O)(c1cc(F)ccc1F)N1CCN2CCCC2C1 (stereo not given) in Abeta rescue: -7%
Reading of Cc1ccc(S(=O)(=O)NC(Cc2c[nH]c3ccccc23)C(=O)O)cc1 (stereo not given) in EPAC2 ag: -8%
Reading of COc1ccc(NC(=O)N2CC(C)OC(C)C2)cc1OC (stereo not given) in TDP43 rescue: -18%

Some entries already given with just TDP43 rescue:
| no. | SMILES | TDP43 rescue |
| --- | --- | --- |
| 2 | CSCC[C@H](NC(=O)N1CCn2c1nc1ccccc12)C(=O)NC1CC1 | 16% |
| 3 | Cc1ccc(S(=O)(=O)NC(Cc2c[nH]c3ccccc23)C(=O)O)cc1 (stereo not given) | 7% |

(further entries)
nr | structure | FUS suppressor | EPAC2 antagonist | DRD3 antagonist | aSyn yeast inh
16 | O=C(O)C1CC=CCC1C(=O)N1CCN(c2nc(-c3ccccc3Cl)c3cc(Br)ccc3n2)CC1 (stereo not given) | 22% | -5% | ? | -6%
17 | O=C(CSc1nccn1-c1cccc(Cl)c1)NO | 4% | -1% | -3 | 6%
18 | CN(C(=O)c1ccc2c(=O)n3c(nc2c1)CCCCC3)c1ccccc1 | 7% | 4% | -4 | 2%
19 | Cc1ccc(O)c(NC(=O)c2ccc3c(c2)C(=O)N(Cc2cccnc2)C3=O)c1 | 7% | -3% | 14 | -11%
20 | O=C(Nc1cc(S(=O)(=O)N2CCOCC2)ccc1-n1cncn1)c1ccc(Cl)cc1 | 3% | 4% | -3 | -1%
21 | CCN(CC)C(=O)C(=O)c1ccn(-c2c(C)csc2C(=O)OC)c1 | 1% | 3% | -6 | -3%
22 | COC(=O)/C=C1\NCCSC1=O | -6% | -3% | -10 | 0%
23 | COc1ccc([C@H]2C(C(=O)O)=C[C@@H](C(C)(C)C)N2S(=O)(=O)c2ccccc2)cc1 | -10% | 8% | 0 | -3%
24 | CN(CC(=O)NNC(=O)CCNS(=O)(=O)c1ccccc1)S(=O)(=O)c1ccc(Cl)cc1 | -2% | -8% | -14 | -8%
25 | COc1ccc(OC)c(NC(=O)N2CCCC(C)C2)c1 (stereo not given) | -27% | 7% | -23 | -2%
26 | CCc1cccc(CC)c1NC(=O)COC(=O)/C(C#N)=C/c1ccc(OC)cc1 | 21% | -6% | -19 | -1%
27 | COc1cc(OC)c2nc(C)c3c(c2c1)N(c1ccc(O)cc1)CC3 | 7% | -1% | 6 | 3%
28 | Cc1ccc(S(=O)(=O)NC(=NCc2ccccc2)c2ccc(F)cc2)cc1 | -19% | -9% | 11 | 0%
29 | C#CCOCCOCCOCCNc1nc(N2CCN(C(=O)CCCCCCCCCCNC(=O)[C@H](CO)n3cc(CCCSC)nn3)CC2)nc(N2CCN(C(=O)CCCCCCCCCCNC(=O)[C@H](CCCCN)n3cc(CCO)nn3)CC2)n1 | 13µM* | ? | -9 | -23%
30 | COc1ccc(O)c(C(=O)c2cc(C#N)c(=O)n(CC3CCCO3)c2)c1 (stereo not given) | 2% | -2% | 0 | 4%

nr | EPAC2 ag | TDP43 rescue | D3 ag | Abeta rescue
16 | 3% | -2% | -7 | 9%
17 | 3% | -5% | 3 | 11%
18 | 7% | 4% | -1 | 3%
19 | 5% | -4% | 3 | 5%
20 | 9% | -21% | 0 | -6%
21 | 12% | 3% | 2 | -8%
22 | 6% | -2% | 19 | 29%
23 | 12% | 18% | 3 | 2%
24 | 4% | -21% | 3 | -18%
25 | 2% | 8% | -3 | 7%
26 | -12% | -1% | -4 | 1%
27 | -1% | 3% | 1 | -11%
28 | 0% | -4% | -10 | 1%
29 | ? | ? | 6 | 2%
30 | 10% | 9% | -1 | -3%

Next part:
nr | structure | FUS suppressor | EPAC2 antagonist | DRD3 antagonist | aSyn yeast inh
31 | COc1ccccc1CNC(=O)C(CC(C)C)NS(=O)(=O)c1ccc2c(c1)oc(=O)n2C (stereo not given) | -10%&-21% | -2% | 26 | -1%
32 | Oc1ccc(/C=N/Nc2ccc3ccccc3c2)c(O)c1 | 28% | 2% | -21 | -18%
33 | COc1ccc(CCNC(=O)CCn2c(=O)c3ccccc3n(CC(=O)Nc3cccc(C)c3)c2=O)cc1OC | 21% | · | · | ·
34 | CC(C)c1ccc(NC(=O)C(c2ccc3c(c2)OCO3)N2CCC3(CC2)OCCO3)cc1 (stereo not given) | 21% | -9% | ? | 1%
35 | Cc1ccc(C(=O)C2=C(O)C(=O)N(Cc3cccnc3)C2c2ccc(OC(C)C)cc2)o1 (stereo not given) | ? | 5% | 8 | -1%
36 | Cc1ccc(C)c(OCCC(=O)NCCc2ccc(F)cc2)c1 | 22% | -9% | -21 | 0%
37 | CCSc1nc2nc(C)cc(C)n2n1 | -6% | 10% | 20 | 1%
38 | COc1cccc(OC)c1OCC(=O)Nc1ccc(S(=O)(=O)N2CCCC2)cc1 | -1% | -5% | 28 | 13%
39 | CCn1c(SCC(=O)c2ccc([N+](=O)[O-])cc2)nnc1-c1ccc(Cl)cc1 | -7% | · | · | 1%
40 | COc1ccc(-c2nc(=S)[nH][nH]2)cc1OC | -37% | -19% | -6 | 0%
41 | CN(C)C(=O)CCSc1nnc(-c2ccncc2)o1 | -12% | 3% | 14 | -2%
42 | COc1ccc(-c2nc3cc(C)ccn3c2NC(=O)c2cccc(F)c2)cc1 | -7% | · | · | ·
43 | CCOc1cc(-c2noc(CCC(=O)Nc3cccnc3)n2)ccc1OC | 15% | -2% | -7 | 1%
44 | COc1ccc(CNC(=O)COC(=O)c2n[nH]c3ccccc23)cc1OC | 17% | -9% | 18 | -3%
45 | CCN(CC)C1=NC=CC(c2ccccc2)=CC1C (stereo not given) | · | 0% | 3 | -1%
46 | CC(=O)Nc1ccc(N/C=C/C(=O)c2ccccc2)cc1 | 2% | 13% | -7 | 12%
47 | CCOc1ccc(-n2cc(-c3ccccc3)c3c(N4CCOCC4)ncnc32)cc1 | ? | 4% | 67 | -11%

nr | EPAC2 ag | TDP43 rescue | D3 ag | Abeta rescue
31 | 10% | -19%&-1% | -16&-7 | -14%&-22%
32 | 16% | ? | -10 | -9%
33 | · | ? | 5 | 2%
34 | 9% | 8% | -5 | 19%
35 | -10% | 14% | 2 | 12%
36 | 9% | ? | -14 | 16%
37 | -6% | 10% | -2 | 10%
38 | 13% | ? | 7 | 2%
39 | · | -3% | -2 | -5%
40 | 3% | 22% | 1 | -5%
41 | 1% | 21% | 5 | 2%
42 | · | 19% | 5 | -9%
43 | -6% | 18% | 5 | -3%
44 | 9% | 8% | 2 | -2%
45 | 2% | -4% | 5 | -6%
46 | -1% | 13µM* | 3 | 3%
47 | 21% | 16% | 7 | -22%

Single records (already shown):
CCN(CC)C1=NC=CC(c2ccccc2)=CC1C (stereo not given) as listed: FUS suppressor = ·; EPAC2 antagonist = 0%; DRD3 antagonist = 3; aSyn yeast inh = -1%; EPAC2 ag = 2%; TDP43 rescue = -4%; D3 ag = 5; Abeta rescue = -6%
CCOc1ccc(-n2cc(-c3ccccc3)c3c(N4CCOCC4)ncnc32)cc1 as listed: FUS suppressor = ?; EPAC2 antagonist = 4%; DRD3 antagonist = 67; aSyn yeast inh = -11%; EPAC2 ag = 21%; TDP43 rescue = 16%; D3 ag = 7; Abeta rescue = -22%

Screening results as filed in PubChem BioAssay.
